# DT40 TDP1 no CPT: qHTS for Inhibitors of human tyrosyl-DNA phosphodiesterase 1 (TDP1): qHTS in cells in absence of CPT; DT40 Tdp1-/- hTDP1 cells, no CPT, ATP luminescence, 48 h; Potency, µM (series often up to 46.2 µM), inactives show at the top dose activity change, negative = growth inhibition, actives largely listed as inhibitors; 15% of 420,000 active; AID 686978, 2013; also: nearly all actives have a fitted effect of over 55% in size
#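 Growth kinetics read by CellTiter-Glo luminescence after ≥48 hr at 37 °C. Cells: DT40 Tdp1-/- stably carrying human TDP1, 400 per well, compound exposure in the absence of CPT (DMSO vehicle).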
# N370S GC mod: qHTS Assay for Inhibitors and Activators of N370S glucocerebrosidase as a Potential Chaperone Treatment of Gaucher Disease; Lysosomal acid glucosylceramidase (Homo sapiens), P04062; N370S GC spleen homogenate, 4MU-glucoside fluorescence; Potency, µM (top dose mostly 59.4 µM), for the others: top-dose activity change, negative = inhibition, actives largely listed as inhibitors; 0.092% of 330,000 active; AID 2101, 2009;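 also: 0% = full enzyme activity and -100% = no enzyme basal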
# TDP1 inh: qHTS Assay for Inhibitors of Tyrosyl-DNA Phosphodiesterase (TDP1). AID 485290, 2010. Tyrosyl-DNA phosphodiesterase 1 (Homo sapiens), Q9NUW8. 0.28% of 350,000 active. Potency, µM (series often up to 130 µM), inactives show at the top dose activity change, negative = inhibition, actives largely listed as inhibitors. recombinant TDP1, AlphaScreen DNA substrate cleavage; also: nearly all actives have a fitted effect of over 40% in size
# Target sequence (Q9NUW8 whole entry, looked up): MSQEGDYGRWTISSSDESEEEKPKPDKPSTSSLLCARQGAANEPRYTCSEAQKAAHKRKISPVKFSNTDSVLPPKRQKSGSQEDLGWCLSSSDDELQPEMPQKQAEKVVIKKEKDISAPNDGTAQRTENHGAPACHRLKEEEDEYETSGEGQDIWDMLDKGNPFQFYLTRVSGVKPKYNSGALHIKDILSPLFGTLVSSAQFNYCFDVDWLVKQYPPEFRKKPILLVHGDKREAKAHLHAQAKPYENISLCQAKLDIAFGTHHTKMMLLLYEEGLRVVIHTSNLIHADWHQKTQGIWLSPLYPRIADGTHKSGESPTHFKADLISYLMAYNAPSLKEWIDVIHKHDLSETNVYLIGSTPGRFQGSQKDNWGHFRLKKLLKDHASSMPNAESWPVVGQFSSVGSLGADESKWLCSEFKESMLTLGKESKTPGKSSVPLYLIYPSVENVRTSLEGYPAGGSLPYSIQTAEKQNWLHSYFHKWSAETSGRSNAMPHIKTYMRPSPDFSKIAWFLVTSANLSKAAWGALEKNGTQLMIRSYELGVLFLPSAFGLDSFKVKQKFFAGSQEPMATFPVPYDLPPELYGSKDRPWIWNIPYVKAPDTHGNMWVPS
#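 Tdp1 1 nM final; 15 min RT w/ cpd; substrate 15 nM, 5 min; beads 10 ug/ml, 10 min; AlphaScreen read. Neg ctrl: no enzyme.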
# Numbers without * were called inactive; ? = inconclusive; nt = not tested or not shown. Calls follow the shape of the dose curve; as a rule, active = well fitted curve in the direction sought with a large enough effect; inconclusive = small, poorly fitted or top-dose-only effect, or another doubt; inactive = no such curve, though single readings can be large; an effect the other way counts as inactive or inconclusive. Unless noted, % is scaled to controls: 0 for no effect and ±100 for the full control effect; potency is read from the fitted curve at half-maximal effect. Some of the compounds tested (hit frequency here may not be typical).
SMILES,DT40 TDP1 no CPT,N370S GC mod,TDP1 inh
COc1ccc(C(=O)OCC(=O)NCc2ccc3c(c2)OCO3)cc1[N+](=O)[O-],7%,-4%,-3%
Cc1ccc(SCCC(=O)N(C)C)cc1,-11%,3%,1%
O=C(c1cc2cc(F)ccc2[nH]1)N1CCN(c2ccc(F)cc2)CC1,7%,0%,nt
CCCCOC(=O)C1=C(C)Nc2ncnn2C1c1cccc(OC)c1 (stereo not drawn),-18%,9%,5%
O=C(Nc1ccc(-n2cnnn2)cc1)C1CCC1,-12%,9%,4%
Cc1cc(NC(c2ccc(Cl)cc2)c2ccc3cccnc3c2O)no1 (stereo not drawn),4.6µM*,6%,13%
O=C(Cn1ncc2c3ccccc3n(Cc3ccccc3)c2c1=O)NCc1ccccc1,?,nt,5%
c1ccc(-n2c(-c3ccncc3)nnc2-c2ccco2)cc1,-1%,-3%,3%
COc1ccc(/C(O)=C2/C(=O)C(=O)N(CCN3CCOCC3)C2c2cccnc2)cc1OC (stereo not drawn),13%,5%,-2%
CNC(=O)c1ccccc1-c1ccccc1,-23%,-1%,0%
c1ccc(Oc2cccc(OCCCCSc3ncccn3)c2)cc1,-20%,15%,?
COc1cc(C(C)=O)ccc1OCC(=O)c1cc(C)n(C2CC2)c1C,-30%,0%,6%
O=C(O/N=C1\C(=O)N(c2ccccc2)c2ccccc21)C1CC1,-19%,13%,9%
COC(=O)c1ccccc1S(=O)(=O)Oc1ccc(-c2ccc(C(=O)O)cc2)cc1,-2%,-8%,nt
COc1ccccc1C(CCN(Cc1ccccc1)C(C)=O)c1ccco1 (stereo not drawn),16µM*,?,12%
Cc1ccccc1N(CC(=O)NCC1CCCO1)C(=O)CNS(=O)(=O)c1ccc(F)cc1 (stereo not drawn),-11%,-2%,10%
COC(=O)c1ccc(-c2cc3onc(-c4ccccc4)c3c(=O)n2C)cc1,?,0%,5%
CCCC(C(=O)NCc1ccco1)N(C(=O)CNS(=O)(=O)c1ccccc1)c1ccc(OC)cc1 (stereo not drawn),-3%,-18%,6%
CN(Cc1ccco1)C(=O)C1CCCN(c2ncnc3c2nc2n3CCCCC2)C1 (stereo not drawn),?,14%,5%
CCOC(=O)N1CCN(C(=O)c2ccc(Cl)c(NC(=O)c3cccs3)c2)CC1,-22%,nt,0%
CC(=O)N/C(=C\c1ccccc1)C(=O)OCc1ccc(F)cc1,-1%,1%,5%
Cc1ccc(N(CC(=O)NCC2CCCO2)C(=O)CCC(=O)Nc2nccs2)cc1C (stereo not drawn),-25%,1%,-3%
COc1ccc2c(c1OC)C(=O)N(c1nc(SC)n[nH]1)C2=O,-5%,-4%,nt
Cc1nc2ccccc2c(=O)n1NC(=O)Cc1ccc(Br)cc1,-10%,-23%,1%
CC1Cc2cc(S(=O)(=O)NCc3ccc(Cl)cc3)ccc2N1C(=O)C1CCC1 (stereo not drawn),13µM*,nt,9%

# Additional structures follow.
SMILES,DT40 TDP1 no CPT,N370S GC mod,TDP1 inh
CN(C)S(=O)(=O)N1CCC(Oc2ccc(C(=O)NC3CCOC(C)(C)C3)cc2)CC1 (stereo not drawn),-15%,-17%,2%
COC(=O)c1cc2sc(Cl)cc2n1Cc1cc(C)ccc1C,-26%,nt,3%
COCc1nc2ccccc2n1CCCOc1ccccc1,26µM*,1%,2%
O=C1c2[nH]nc(-c3ccccc3O)c2C(c2cccc(OCc3ccccc3)c2)N1CCO (stereo not drawn),?,nt,6%
CCC(C(=O)OCC(=O)Nc1ccc(C)c(S(=O)(=O)N2CCOCC2)c1)c1ccccc1 (stereo not drawn),?,-9%,0%
Cc1ccc(S(=O)(=O)Nc2cc3c(C(=O)O)c(C)oc3c3ccccc23)c(C)c1,-6%,4%,0%
COC(=O)[C@@H]1CC2=CC(=O)CC[C@]2(C)[C@@]23O[C@@H]2C[C@@]2(C)[C@@H](CC[C@@]24CCC(=O)O4)[C@H]13,-25%,nt,-2%
C1=CCC(/C=N/n2cnnc2)CC1 (stereo not drawn),-6%,-9%,2%
COCC(=O)Nc1nnc(COc2ccc(Cl)cc2)s1,-10%,1%,2%
C=CCn1c(SCC(=O)Nc2ccc(N(C)C)cc2)nnc1-c1cccc(C)c1,?,-1%,-6%
CCN1CCCc2cc(CN(CCN3CCOCC3)C(=S)Nc3ccc(C)cc3)ccc21,18µM*,-28%,11%
Cc1ccc2[nH]c(C(=O)Nc3ccccc3)cc2c1,?,nt,4%
Cc1ccc(NC(=O)Nc2nnc(Cc3ccc([N+](=O)[O-])cc3)s2)cc1C,?,8%,-1%
COCCNC(=S)N/N=C(\C)c1ccc(Cl)c(Cl)c1Cl,4.6µM*,2%,5%
COc1ccc(CCC(=O)Nc2cc(S(=O)(=O)N3CCOCC3)ccc2OC(C)C)cc1,5%,nt,0%
CCOc1ccc(N2C(=O)CC(SCCN)C2=O)cc1 (stereo not drawn),-1%,3%,14%
CCCc1nc2sc3c(c2c(=O)n1NC(=O)CCCl)CCCC3,29µM*,6%,-6%
CCOC(=O)c1cnn(-c2nc(-c3cccc(F)c3)cs2)c1C(F)(F)F,?,10%,-9%
Cc1ccc(OCC(O)Cn2c(N3CCCCC3)nc3c2c(=O)[nH]c(=O)n3C)cc1C (stereo not drawn),?,-17%,1%
CCn1c(=O)c(-c2ccccc2)c(O)c2ccccc21,0%,25%,1%
O=C(CCNC(=O)c1ccccc1Cl)OCC(=O)c1ccccc1,10%,3%,0%
COc1cc(NS(=O)(=O)c2ccc(N/C=C(\C=O)c3nc4cc(Cl)ccc4o3)cc2)nc(OC)n1,-5%,9%,7%
COc1cc2c(cc1OC)CN(C(=O)c1ccc(N3CCCC3)c([N+](=O)[O-])c1)CC2,23µM*,-4%,nt
COc1ccc2c(c1)cc(C(=O)N[C@@H](CCSC)C(=O)N1CCC(C(=O)O)CC1)n2C,0%,-6%,nt
O=C(NC1CCCC1)C(c1ccccc1)N(Cc1ccco1)C(=O)Cc1cccs1 (stereo not drawn),?,12%,2%

# 23 neighbouring compounds out of the list so far, quoted:
SMILES,DT40 TDP1 no CPT,N370S GC mod,TDP1 inh
Cc1ccccc1N(CC(=O)NCC1CCCO1)C(=O)CNS(=O)(=O)c1ccc(F)cc1 (stereo not drawn),-11%,-2%,10%
COC(=O)c1ccc(-c2cc3onc(-c4ccccc4)c3c(=O)n2C)cc1,?,0%,5%
CCCC(C(=O)NCc1ccco1)N(C(=O)CNS(=O)(=O)c1ccccc1)c1ccc(OC)cc1 (stereo not drawn),-3%,-18%,6%
CN(Cc1ccco1)C(=O)C1CCCN(c2ncnc3c2nc2n3CCCCC2)C1 (stereo not drawn),?,14%,5%
CCOC(=O)N1CCN(C(=O)c2ccc(Cl)c(NC(=O)c3cccs3)c2)CC1,-22%,nt,0%
CC(=O)N/C(=C\c1ccccc1)C(=O)OCc1ccc(F)cc1,-1%,1%,5%
Cc1ccc(N(CC(=O)NCC2CCCO2)C(=O)CCC(=O)Nc2nccs2)cc1C (stereo not drawn),-25%,1%,-3%
COc1ccc2c(c1OC)C(=O)N(c1nc(SC)n[nH]1)C2=O,-5%,-4%,nt
Cc1nc2ccccc2c(=O)n1NC(=O)Cc1ccc(Br)cc1,-10%,-23%,1%
CC1Cc2cc(S(=O)(=O)NCc3ccc(Cl)cc3)ccc2N1C(=O)C1CCC1 (stereo not drawn),13µM*,nt,9%
CN(C)S(=O)(=O)N1CCC(Oc2ccc(C(=O)NC3CCOC(C)(C)C3)cc2)CC1 (stereo not drawn),-15%,-17%,2%
COC(=O)c1cc2sc(Cl)cc2n1Cc1cc(C)ccc1C,-26%,nt,3%
COCc1nc2ccccc2n1CCCOc1ccccc1,26µM*,1%,2%
O=C1c2[nH]nc(-c3ccccc3O)c2C(c2cccc(OCc3ccccc3)c2)N1CCO (stereo not drawn),?,nt,6%
CCC(C(=O)OCC(=O)Nc1ccc(C)c(S(=O)(=O)N2CCOCC2)c1)c1ccccc1 (stereo not drawn),?,-9%,0%
Cc1ccc(S(=O)(=O)Nc2cc3c(C(=O)O)c(C)oc3c3ccccc23)c(C)c1,-6%,4%,0%
COC(=O)[C@@H]1CC2=CC(=O)CC[C@]2(C)[C@@]23O[C@@H]2C[C@@]2(C)[C@@H](CC[C@@]24CCC(=O)O4)[C@H]13,-25%,nt,-2%
C1=CCC(/C=N/n2cnnc2)CC1 (stereo not drawn),-6%,-9%,2%
COCC(=O)Nc1nnc(COc2ccc(Cl)cc2)s1,-10%,1%,2%
C=CCn1c(SCC(=O)Nc2ccc(N(C)C)cc2)nnc1-c1cccc(C)c1,?,-1%,-6%
CCN1CCCc2cc(CN(CCN3CCOCC3)C(=S)Nc3ccc(C)cc3)ccc21,18µM*,-28%,11%
Cc1ccc2[nH]c(C(=O)Nc3ccccc3)cc2c1,?,nt,4%
Cc1ccc(NC(=O)Nc2nnc(Cc3ccc([N+](=O)[O-])cc3)s2)cc1C,?,8%,-1%

# (list continues)
SMILES,DT40 TDP1 no CPT,N370S GC mod,TDP1 inh
N#C/C(=C\c1c(N2CCCCCC2)nc2ccccn2c1=O)C(=O)NCc1ccco1,?,19%,5%
CCc1nn(CC(=O)NCCCN(CC)CC)c(=O)c2cc3sc(C)cc3n12,?,-3%,5%
CCN(C(=O)CN1CCN(c2cccc(C(F)(F)F)c2)CC1)c1c(N)n(Cc2ccccc2)c(=O)[nH]c1=O,-27%,-2%,7%
COC(=O)CCCNc1ncccc1[N+](=O)[O-],6%,-5%,-1%
CCn1c(SCC(=O)Nc2ncc(C(F)(F)F)cc2Cl)nnc1-c1ccccc1,-4%,10%,-8%
O=C(N/N=C/c1cccc(OCC(=O)N2CCCC2)c1)C(=O)Nc1ccccc1F,?,-16%,-1%

# Compound profiles, as listed above:
# `N#C/C(=C\c1c(N2CCCCCC2)nc2ccccn2c1=O)C(=O)NCc1ccco1` is listed as DT40 TDP1 no CPT = ?; N370S GC mod = 19%; TDP1 inh = 5%
# `CCN(C(=O)CN1CCN(c2cccc(C(F)(F)F)c2)CC1)c1c(N)n(Cc2ccccc2)c(=O)[nH]c1=O` is listed as DT40 TDP1 no CPT = -27%; N370S GC mod = -2%; TDP1 inh = 7%

# From PubChem BioAssay
